# HTRA1 inh – inhibitors of human serine peptidase HTRA1; Q92743; recombinant HTRA1, FP-rhodamine activity-based probe, fluorescence polarization; inhibition, % at 5.96 µM; 0.5% of 340,000 active; in the data active means inhibition above about 36%;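 further: 0% = enzyme with DMSO and 100% = wells lacking enzyme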
# Target sequence (Q92743 whole entry, looked up): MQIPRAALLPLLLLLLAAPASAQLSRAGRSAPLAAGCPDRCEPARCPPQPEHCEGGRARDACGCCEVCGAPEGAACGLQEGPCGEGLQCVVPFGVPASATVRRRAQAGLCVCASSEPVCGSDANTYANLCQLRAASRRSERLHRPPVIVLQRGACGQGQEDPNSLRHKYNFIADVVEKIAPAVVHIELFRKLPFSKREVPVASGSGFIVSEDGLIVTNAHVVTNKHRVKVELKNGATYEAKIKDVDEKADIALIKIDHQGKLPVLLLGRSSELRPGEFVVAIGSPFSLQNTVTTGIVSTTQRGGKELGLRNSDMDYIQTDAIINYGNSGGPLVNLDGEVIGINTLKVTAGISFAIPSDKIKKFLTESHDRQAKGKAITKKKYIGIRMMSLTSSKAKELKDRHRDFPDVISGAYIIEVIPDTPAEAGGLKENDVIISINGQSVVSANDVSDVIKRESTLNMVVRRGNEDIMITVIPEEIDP
# TCR CD3 inh – human TCR-CD3 binding inhibition; TAMRA-labeled TCR probe fluorescence, biochemical; inhibition, % at 9.4 µM; 0.37% of 360,000 active; AID 651800; in the data active means inhibition above about 19%;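 further: recombinant mutant TCR 2C K166C tagged with TAMRA read by polarization; 0% = receptor in buffer alone and 100% = receptor with positive control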
# PRMT1 FP inh – blocks human protein arginine methyltransferase 1 | recombinant PRMT1, activity-based probe fluorescence polarization | inhibition, % at 2.79 µM | 1.3% of 370,000 active;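 active means inhibition above about 21% made by adding two undisclosed values, limit read from the data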
# NR1D1 modulator – modulators of human Rev-erb alpha DNA binding. P20393. Rev-erbα–FITC-DNA binding, fluorescence polarization, 90 min. activity, % at 10 µM. 0.79% of 370,000 active;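 active means activity above about 14%, limit read from the data; passing the limit was not always enough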;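 further: 0% = DMSO wells with 35 nM protein and 100% = DMSO wells with 750 nM protein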
# Target sequence (P20393 whole entry, looked up): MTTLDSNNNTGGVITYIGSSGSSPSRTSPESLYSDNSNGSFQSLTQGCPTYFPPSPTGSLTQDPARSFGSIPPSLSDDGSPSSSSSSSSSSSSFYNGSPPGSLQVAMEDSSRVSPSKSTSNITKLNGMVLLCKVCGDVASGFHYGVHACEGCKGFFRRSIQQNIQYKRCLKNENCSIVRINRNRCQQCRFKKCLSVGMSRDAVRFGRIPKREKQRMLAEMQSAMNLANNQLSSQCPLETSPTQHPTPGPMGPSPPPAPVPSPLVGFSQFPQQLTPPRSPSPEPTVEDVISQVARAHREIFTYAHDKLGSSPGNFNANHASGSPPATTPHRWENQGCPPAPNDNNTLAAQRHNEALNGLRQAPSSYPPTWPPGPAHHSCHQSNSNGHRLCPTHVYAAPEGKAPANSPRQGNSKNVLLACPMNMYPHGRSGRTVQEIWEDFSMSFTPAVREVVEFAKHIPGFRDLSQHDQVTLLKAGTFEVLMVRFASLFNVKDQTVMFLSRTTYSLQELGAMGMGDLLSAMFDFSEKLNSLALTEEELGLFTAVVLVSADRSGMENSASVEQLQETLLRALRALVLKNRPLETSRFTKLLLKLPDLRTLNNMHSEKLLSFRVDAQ
# UHRF1 binding – blocks human UHRF1 binding to methylated DNA | inhibition, % at 4.4 µM | Q96T88 | UHRF1 binding to methylated oligo, TR-FRET | 0.75% of 370,000 active; in the data active means inhibition above about 21%;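 further: UHRF1 SRA domain binding a hemimethylated CpG hairpin DNA probe; 0% = median of test compound wells and 100% = reference inhibitor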
# PG9 binder – small molecules binding HIV-1 gp120 antibody PG9; TR-FRET gp120-PG9 antibody binding; inhibition, % at 6.7 µM; 0.43% of 360,000 active; AID 624416; in the data active means inhibition above about 8.5%
# rCAG binder – binds r(CAG) RNA repeats | r(CAG) RNA repeat, TO-PRO-1 dye displacement fluorescence | inhibition, % at 3 µM | 1.3% of 370,000 active | AID 651821;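 active means inhibition above the plate cutoff, the mean of all test compounds on that plate plus 3 SD, cut at about 35% in these data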;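 further: 0% = DMSO alone and 100% = 100 µM mitoxantrone as full dye displacement; higher means more dye released from RNA so lower well fluorescence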
# LEDGF integ inh – blocks HIV-1 LEDGF/p75-dependent DNA integration | inhibition, % at 3.7 µM | TR-FRET IN-LEDGF/p75 DNA integration, Eu/Cy5 | 0.64% of 370,000 active;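 active means inhibition above the screen-wide mean plus 3 SD, cut at about 13% in these data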;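 further: signal is the Cy5 over europium emission ratio at 671 and 618 nm; 0% = plate median of compound wells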
# mABHD4 FP – inhibits mouse alpha/beta hydrolase domain 4 | AID 720543 | inhibition, % at 8.92 µM | Q8VD66 | purified mABHD4, FP-Rh probe fluorescence polarization | 0.54% of 370,000 active;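 active means inhibition exceeding the mean over every tested compound plus 3 SD, cut at about 30% in these data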;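 further: 0% = plate median of compound wells and 100% = S159A mutant with DMSO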
#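 Assay system: wild-type mouse ABHD4 protein; compound: single nominal dose of 8.92 µM, 0.89% DMSO final; schedule: 45 min + 60 min at 25 °C; measured by: FP readout, ex 525 nm / em 598 nm; evaluation: % inhibition of FP-Rh probe binding versus controls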
# MBD2 DNA inh – blocks human MBD2 binding to methylated DNA; Q9UBB5; 0.31% of 370,000 active; inhibition, % at 4.4 µM; AID 686964; TR-FRET, MBD2 binding to methylated oligonucleotide; in the data active means inhibition above about 13%
# The depositor's hits bear a star; nt = not tested or not shown. A portion of the library; count on the stated rates, not on these rows.
SMILES,HTRA1 inh,TCR CD3 inh,PRMT1 FP inh,NR1D1 modulator,UHRF1 binding,PG9 binder,rCAG binder,LEDGF integ inh,mABHD4 FP,MBD2 DNA inh
CCOC(=O)C1=C(c2ccccc2)OC(N)=C(C#N)C1c1ccco1 (stereo not drawn),0,-2,4,-2,2,0.1,1,-3,2,-6
CCN(CC)CCNC(=O)c1cc2cc3ccc(OC)cc3nc2o1,-2,0,-3,1,-17,1.7,2,1,5,-2
Cc1cccc(-n2c(SCC(=O)N3CCCC3)nc3n[nH]c(C)c3c2=N)c1,-1,8,2,-2,-3,-2.4,1,3,6,-5
COc1ccc(C)cc1NC(=O)CN1CCN(S(=O)(=O)c2ccc(C(C)C)cc2)CC1,0,0,0,1,16,0.9,0,-4,-3,8
S=c1[nH]nc(-c2ccc(Cl)cc2)n1CCCN1CCOCC1,8,-5,11,-2,2,0.8,0,-5,-6,8
O=C(N/N=C/c1cccnc1)c1ccc([N+](=O)[O-])cc1,-11,-2,1,-1,2,1.1,5,-2,8,-4
CCc1cc(C(=O)NCC(C)(C)N2CCOCC2)sc1C,2,-5,-1,0,1,-2.1,-4,-6,2,5
Cc1cc(C)c(NC(=O)CCCSc2nnc(N)s2)c(C)c1,2,7,0,-1,1,1.4,-1,-1,-3,-1
O=C1NC2(CCCC2)C(=O)N1Cc1cc(=O)n2ccsc2n1,nt,0,-6,-10,3,-2.0,6,2,0,3
Cc1cccc(-c2noc(CNC(=O)Nc3ccc(F)cc3)n2)c1,-26,-2,1,1,2,1.6,5,1,-3,3

# As a short view, part of the list above:
SMILES,HTRA1 inh,TCR CD3 inh,PRMT1 FP inh,NR1D1 modulator,UHRF1 binding,PG9 binder,rCAG binder,LEDGF integ inh,mABHD4 FP,MBD2 DNA inh
O=C1NC2(CCCC2)C(=O)N1Cc1cc(=O)n2ccsc2n1,nt,0,-6,-10,3,-2.0,6,2,0,3
Cc1cccc(-c2noc(CNC(=O)Nc3ccc(F)cc3)n2)c1,-26,-2,1,1,2,1.6,5,1,-3,3

# (more compounds)
SMILES,HTRA1 inh,TCR CD3 inh,PRMT1 FP inh,NR1D1 modulator,UHRF1 binding,PG9 binder,rCAG binder,LEDGF integ inh,mABHD4 FP,MBD2 DNA inh
C#CCOCCOCCOCCNc1nc(N2CCN(C(=O)[C@H](C)n3cc(CCCN=C(N)N)nn3)CC2)nc(N2CCN(C(=O)[C@H](C)n3cc(CCCN=C(N)N)nn3)CC2)n1,-4,5,-1,2,4,0.9,7,-1,3,5
CCN(CC)CCCNC(=O)c1cc2c(=O)[nH]c3ccc(C)cc3c2s1,1,5,-1,2,-5,-2.3,12,1,-6,-2
COc1cccc(C2C(C#N)=C(N)Oc3c2oc(CO)cc3=O)c1 (stereo not drawn),3,1,6,6,-1,-0.1,5,-2,7,2
CC(=O)Nc1ccc(NC(=O)C(C)N(C)CC(=O)Nc2ccccc2Br)cc1 (stereo not drawn),4,-2,-5,-1,-1,-0.2,1,7,-4,2
O=C(CC1CCCCC1)OCn1nnc2ccccc2c1=O,6,4,-1,-2,-4,-2.4,-2,-2,1,0
CCOC(=O)CNC(=O)CSc1ncnc2c1cnn2-c1ccc(Cl)cc1,1,1,2,11,5,-1.4,2,0,-10,5
Cc1ccsc1/C=N/n1c(C2CCCCC2)n[nH]c1=S,-4,8,-1,-2,-4,1.0,4,2,-2,3
CC(NC(=O)CCc1nnc(CCCc2ccccc2)o1)c1ccccc1 (stereo not drawn),-2,-3,1,-6,2,-1.6,-5,-4,8,3
O=C(CCc1ccc(O)c(O)c1)N/N=C/c1cc2c(cc1[N+](=O)[O-])OCO2,34,17,13,-25,28*,-1.4,17,53*,31*,5
Cc1ccc(-n2c(SCC(=O)c3ccc(F)cc3)nnc2-c2cccnc2)cc1,nt,nt,0,4,1,nt,2,0,-1,-5
CC1(C(=O)NS(=O)(=O)c2ccc(Cl)cc2)CCN1C(=O)CCc1cccs1 (stereo not drawn),nt,11,-3,-4,0,0.1,8,-3,9,4
Cc1cc(C(=O)COC(=O)c2ccc[nH]c2=O)c(C)n1-c1ccc(F)cc1,3,-3,-5,-3,-3,-1.4,3,1,0,-1
Cc1cccc(C)c1OCc1cc(C(=O)N2CCCCCCC2)no1,6,-1,-1,1,-3,1.7,-8,0,2,3
O=C(OCc1cn(-c2ccc(Cl)c(Cl)c2)nn1)c1ccccc1,-5,4,0,-2,0,-1.9,2,1,-2,3
CCOc1ccc(/C=N/NC(=O)c2c(C)n(C)c3ccc(OC)cc23)cc1,-12,-5,2,4,2,-3.6,1,1,8,2
CC1CCN(C(=O)c2ncn3c2c(=O)[nH]c2ccc(Br)cc23)CC1,4,-3,-3,6,-1,9.1*,1,-1,2,-6
COC(=O)CN1CCN(C(=O)c2ccco2)CC1,1,3,-6,4,-1,-3.6,1,0,1,-1
CCCCn1c(N)c(N(C(=O)CSc2nnc(C)n2-c2ccccc2)C2CCCC2)c(=O)[nH]c1=O,9,1,-4,6,4,-1.9,0,-3,8,0
O=C(NCc1ccc(F)cc1)C1CCN(S(=O)(=O)c2ccc(N3CCCC3=O)cc2)CC1,-1,0,-5,-2,1,0.3,2,-1,-5,-1
O=C1CCCN1CC(O)CS(=O)(=O)Cc1ccc(Cl)cc1 (stereo not drawn),nt,-1,-5,-7,0,-1.7,-2,3,-3,-2
CCOC(=O)Cc1csc(NC(=O)CSc2nnc(-c3ccc(OC)cc3)n2C)n1,-2,7,-4,0,0,0.7,-6,-1,6,-3
N#CCC(=O)N1CCN(Cc2ccc3c(c2)OCO3)CC1,nt,-14,-1,-1,17,-1.6,1,4,0,0
CC1(C)CC(=O)C2=C(C1)N(c1ccc(F)cc1)C(=O)NC2(C(F)(F)F)C(F)(F)F,0,5,-4,-3,-3,-0.1,-6,-1,0,2
COc1cc2c(=O)n(Cc3ccccc3)c(=O)n(CC(=O)NCCc3ccccc3)c2cc1OC,0,-1,-3,7,3,2.4,4,0,-5,-3
O=C1CCCN1CC(O)CS(=O)(=O)Cc1ccc(Cl)cc1Cl (stereo not drawn),3,-3,5,-1,4,-1.1,3,0,-2,0
CN(C)C(=O)c1cccc(-c2cnc3c(NC=O)cc(-c4cc(F)c(F)c(F)c4)cn23)c1,nt,-1,3,-5,-5,0.1,5,-3,3,0
C/C(=N\N1CCN(c2ccccc2)CC1)c1ccncc1,-6,-4,5,-5,-3,-1.2,-2,-5,0,-4
Cc1[nH]c2ccccc2c1CC(=O)Nc1ccc(Nc2ccccc2)cc1,nt,-10,9,5,2,-2.7,13,-3,11,4
CCCN(CCC)S(=O)(=O)c1ccc(NC(=O)C2CCCO2)cc1 (stereo not drawn),2,-7,2,5,2,-0.3,-6,4,1,6
COc1ccccc1C(=O)Nc1nnc(S(=O)(=O)N2CCCCC2)s1,0,3,7,0,4,36*,14,-8,-7,0
COC(c1ccccc1)c1nnc(CCC(=O)N(C)Cc2cccc(-n3cccn3)c2)o1 (stereo not drawn),3,-2,0,-5,0,-2.2,-1,-2,9,7
Cc1c(C(=O)OC/C(O)=C(\C#N)c2nc3ccccc3[nH]2)oc2ccccc12,-2,4,-5,2,-3,-0.2,7,7,4,-5
COc1ccc(NC(=O)CSc2nccn2Cc2ccc(F)cc2)c(OC)c1,1,7,-5,-2,0,-0.9,-10,2,-2,-3
O=C(CSc1nnc(-c2cccnc2)n1-c1ccccc1)N1CCN(c2ccc(F)cc2)CC1,2,8,0,0,1,-1.7,-9,4,-6,-4
O=C(Nc1cccc(-c2nnc(-c3ccccc3)o2)c1)C1CCCO1 (stereo not drawn),0,0,-2,4,3,0.9,2,-3,2,-4
CCC1NC(=O)c2ccccc2N1c1cccc(Cl)c1 (stereo not drawn),-4,-7,-3,2,2,-0.6,-2,2,-5,-2
CC(=O)NC(c1cccc(F)c1)c1nc(-c2cc3ccccc3o2)cs1 (stereo not drawn),nt,-11,-1,2,-1,3.4,4,2,-12,-3
O=c1c2ccccc2ncn1-c1cccc([N+](=O)[O-])c1,2,-3,5,-5,4,1.3,2,-7,1,1
CC(C)c1ccc(N(CC(=O)NC2CCCCC2)C(=O)CNC(=O)c2ccco2)cc1,-3,-9,3,2,-2,-1.1,-2,-4,-4,5
CCN(CC)CCCN(Cc1cc2cc(OC)ccc2[nH]c1=O)C(=O)Nc1ccc(F)cc1,-5,9,0,1,-3,2.2,-2,-1,2,-5
Cc1noc(C)c1C(=O)Nc1ccc(F)cc1,3,2,0,-7,8,-1.4,-2,-1,-1,4
COc1ccccc1NC(=O)Nc1nc(C(N)Cc2ccccc2)cs1 (stereo not drawn),nt,-12,0,1,0,0.1,16,4,0,3
COc1ccc(CN2C(=O)c3ccccc3C2C(=O)NC2CCCCCC2)c(OC)c1 (stereo not drawn),-8,2,-3,10,0,0.1,-4,-2,-4,-4
CN1CCCCc2c1nc1ccccc1c2N (tested in a mixture with another compound),6,0,10,1,0,-0.7,-1,1,-2,2
CCOC(=O)N1CCN(C(=O)c2ccccc2NS(=O)(=O)c2ccc(C)cc2)CC1,10,4,-1,0,1,-0.9,4,-2,2,-3
CN1CCOc2cc(S(=O)(=O)NCc3ccc(S(N)(=O)=O)cc3)ccc21,1,1,2,4,2,0.6,2,-7,4,-4
COc1ccc(C(=O)N/C(=C/c2cccnc2)C(=O)N2CCN(C)CC2)cc1OC,1,-4,-1,-2,-4,-0.7,-3,2,-3,-4
N#Cc1cc(Oc2cccnc2)c(Oc2cccnc2)cc1C#N,1,0,-2,-1,0,0.1,0,1,8,-4
O=C(CN(Cc1ccco1)C(=O)c1ccc(F)cc1)Nc1ccccc1Br,0,2,3,-2,3,-0.7,5,-7,-2,4
COc1ccc(C(=O)NCC(=O)N2CCC(Cc3ccccc3)CC2)cc1OC,0,-3,1,-5,1,-0.2,-9,-6,-6,0

# Other entries:
SMILES,HTRA1 inh,TCR CD3 inh,PRMT1 FP inh,NR1D1 modulator,UHRF1 binding,PG9 binder,rCAG binder,LEDGF integ inh,mABHD4 FP,MBD2 DNA inh
Cc1nn(-c2ccccc2)c(N)c1-c1ccccc1,3,-2,0,7,9,-1.4,25,1,0,1
CC1Sc2ccccc2N(Cc2ccc(OC(F)(F)F)cc2)C1=O (stereo not drawn),nt,-5,2,1,17,-3.0,0,-1,-7,26*
O=C(CCn1c(=O)[nH]c2ccccc2c1=O)N1CCN(c2cccc(C(F)(F)F)c2)CC1,12,1,-1,-3,1,-2.8,0,5,-7,0
O=C(COC(=O)Cc1c[nH]c2ccccc12)Nc1cccc(Br)c1,-14,6,-4,0,2,-1.1,8,0,-10,-2
COc1ccc(OC)c(C(=O)CSc2nnc(C3CC3)n2C2CC2)c1,6,-6,1,0,3,0.3,1,-3,4,3
O=C(N/N=C/c1ccc(OC(=O)c2ccc(Br)cc2)cc1)c1ccncc1,4,0,-4,-7,0,-0.9,1,7,-5,-3
CC(=O)N1CCN(C(=S)NC(=O)C23CC4CC(CC(C4)C2)C3)CC1,1,-8,4,-1,2,-1.2,-2,-2,0,4
O=C(N/N=C/C=C/c1ccccc1)c1cccc(Br)c1,-6,0,-2,0,1,-3.2,1,1,-4,8
Cn1nnc(NC(=O)c2ccccc2)n1,0,2,-3,-5,0,-1.6,2,1,-3,3
CC(OC(=O)Cn1cc(C(F)(F)F)ccc1=O)C(=O)NC(C)c1ccc(Cl)cc1Cl (stereo not drawn),0,5,2,1,3,-0.3,-1,-4,4,6
Cc1cnc(NC(=O)Cc2cccs2)s1,0,3,-3,-6,-1,0.2,2,9,0,-3
